TcdB inh: TcdB glycohydrolase inhibition. P18177. TcdB glycohydrolase enzymatic assay, plate reader. inhibition, % at 9.99 µM. 350,000 tested, 0.24% active. AID 652162; in the data active means inhibition above about 10%
The depositor's hits bear a star. This is a subset; the hit share may differ from the screen's.

A first look, five compounds:
SMILES | TcdB inh
O=S(=O)(N[C@@H]1CCCN(Cc2ccc(OCCO)cc2)C1)c1ccc2ccccc2c1 | -0.9
C[C@H]1CCCCO[C@H](CN(C)C(=O)Nc2cccc3ccccc23)[C@@H](C)CN([C@@H](C)CO)C(=O)c2cc(NC(=O)Nc3ccc(F)cc3)ccc2O1 | 0.2
COc1ccc(S(=O)(=O)N(C)C[C@@H]2Oc3ccc(NC(=O)Nc4cccc5ccccc45)cc3CC(=O)N([C@@H](C)CO)C[C@H]2C)cc1 | -0.5
N#C[C@@H]1[C@@H](c2ccc(C#CC3CCCC3)cc2)[C@H](CO)N1C(=O)c1cccc(F)c1 | -0.7
COCCNC(=O)C[C@H]1C[C@H]2c3cc(NC(=O)CC4CC4)ccc3O[C@H]2[C@H](CO)O1 | 0.7

Main list, from the first entry:
SMILES | TcdB inh
O=S(=O)(N[C@@H]1CCCN(Cc2ccc(OCCO)cc2)C1)c1ccc2ccccc2c1 | -0.9
C[C@H]1CCCCO[C@H](CN(C)C(=O)Nc2cccc3ccccc23)[C@@H](C)CN([C@@H](C)CO)C(=O)c2cc(NC(=O)Nc3ccc(F)cc3)ccc2O1 | 0.2
COc1ccc(S(=O)(=O)N(C)C[C@@H]2Oc3ccc(NC(=O)Nc4cccc5ccccc45)cc3CC(=O)N([C@@H](C)CO)C[C@H]2C)cc1 | -0.5
N#C[C@@H]1[C@@H](c2ccc(C#CC3CCCC3)cc2)[C@H](CO)N1C(=O)c1cccc(F)c1 | -0.7
COCCNC(=O)C[C@H]1C[C@H]2c3cc(NC(=O)CC4CC4)ccc3O[C@H]2[C@H](CO)O1 | 0.7
Cc1noc(C)c1S(=O)(=O)N(C)C[C@@H]1Oc2ccc(NC(=O)C3CCCCC3)cc2CC(=O)N([C@H](C)CO)C[C@@H]1C | -0.5
COc1ccc(C#Cc2ccc([C@@H]3[C@H]4CN(C(=O)Nc5ccccc5F)CC(=O)N4[C@H]3CO)cc2)cc1 | 0.4
CN(C)CC(=O)Nc1ccc2c(c1)[C@H]1C[C@@H](CC(=O)NCc3cccnc3)O[C@@H](CO)[C@H]1O2 | 0.2
C/C=C/c1ccc2c(c1)O[C@H](CN(C)C(=O)Cc1ccccc1)[C@@H](C)CN([C@@H](C)CO)S2(=O)=O | -0.3
CCCC#Cc1cnc2c(c1)C(=O)N([C@@H](C)CO)C[C@H](C)[C@H](CN(C)Cc1cccnc1)O2 | 1.6
COCC(=O)Nc1ccc2c(c1)OC[C@@H](C)N(C(=O)c1ccncc1)C[C@@H](C)[C@H](OC)CN(C)C2=O | -0.5
CCCNC(=O)N(C)C[C@@H]1Oc2ncc(-c3ccc(C(=O)N(C)C)cc3)cc2C(=O)N([C@@H](C)CO)C[C@@H]1C | 1.4
CO[C@H]1CN(C)C(=O)c2ccc(NC(=O)CC(F)(F)F)cc2OC[C@H](C)N(C(C)=O)C[C@@H]1C | 0.7
O=C(C[C@@H]1CC[C@@H]2[C@H](COC[C@@H](O)CN2CCC(F)(F)F)O1)NCc1ccc(Oc2ccccc2)cc1 | -0.2
C[C@@H]1CN([C@H](C)CO)C(=O)c2cc(NS(C)(=O)=O)ccc2O[C@H]1CN(C)Cc1ccc(-c2ccccc2)cc1 | -0.2
COc1ccc(C#Cc2cnc3c(c2)C(=O)N([C@H](C)CO)C[C@@H](C)[C@H](CN(C)C(C)=O)O3)cc1 | -1.7
CO[C@@H]1CN(C)C(=O)c2cc(NC(C)=O)ccc2OC[C@@H](C)N(S(C)(=O)=O)C[C@@H]1C | -0.5
C[C@@H]1CN([C@H](C)CO)C(=O)c2cc(C3=CCCC3)cnc2O[C@@H]1CN(C)Cc1ccccc1F | -0.4
CCCNC(=O)N1CC(=O)N2[C@H](C1)[C@H](c1ccc(-c3ccc(C)cc3)cc1)[C@@H]2CO | 0.3
CC(C)NC(=O)N1[C@@H]2CN(C(=O)c3ccccc3F)c3ccccc3[C@@H]2[C@@H]1CO | -0.7

More compounds.
SMILES | TcdB inh
COc1ccc(CN2C[C@@H](O)COC[C@H]3O[C@@H](CC(=O)N(C)C)CC[C@@H]32)cc1 | 0.4
C[C@@H]1CCCCO[C@H](CN(C)C(=O)Nc2ccc3c(c2)OCO3)[C@H](C)CN([C@H](C)CO)C(=O)c2cc(NS(=O)(=O)c3ccccc3)ccc2O1 | 0.1
C[C@@H](O)C#Cc1ccc([C@@H]2[C@@H](CO)N3CCCCN(C(=O)Nc4ccccc4)C[C@H]23)cc1 | 2.4
C[C@@H]1CN([C@@H](C)CO)C(=O)Cc2cc(NC(=O)CCN3CCOCC3)ccc2O[C@@H]1CN(C)S(=O)(=O)c1ccc(Cl)cc1 | -0.1
C[C@H](CO)N1C[C@H](C)[C@@H](CN(C)Cc2ccc(C(=O)Nc3ccccc3N)cc2)OCc2cn(nn2)CCCC1=O | 0.4
CN1C(=O)c2cc(NC(=O)Cc3cccs3)ccc2OC[C@@H]2O[C@H](CC(=O)N[C@H]3CCN(Cc4ccccc4)C3)CC[C@@H]21 | -2.2
C[C@H](CO)N1C[C@H](C)[C@H](CN(C)C)Oc2ccc(NC(=O)c3ccncc3)cc2CC1=O | 0.3
Cc1ccc(S(=O)(=O)Nc2ccc3c(c2)CC(=O)N([C@H](C)CO)C[C@H](C)[C@H](CN(C)S(=O)(=O)c2c(C)noc2C)O3)cc1 | 0.7
N#Cc1ccc(-c2ccc([C@H]3[C@H]4CN(S(=O)(=O)c5ccccc5)CCCCN4[C@H]3CO)cc2)cc1 | -0.2
C[C@H]1CN([C@@H](C)CO)C(=O)Cc2cc(NC(=O)NC3CCCCC3)ccc2O[C@@H]1CN(C)Cc1ccc(Oc2ccccc2)cc1 | -0.7
C[C@H]1CN([C@@H](C)CO)C(=O)c2cccc(N(C)C)c2O[C@@H]1CN(C)C(=O)Nc1ccc(F)cc1 | -0.6
O=C(N[C@H]1CC[C@@H](CCn2cc(C3(O)CCCC3)nn2)O[C@@H]1CO)C1CC1 | -0.3
C[C@@H]1CN([C@H](C)CO)C(=O)c2cc(-c3cccnc3)cnc2O[C@@H]1CN(C)S(C)(=O)=O | -0.2
CO[C@H]1CN(C)C(=O)c2cc(NS(=O)(=O)c3cccc(F)c3)ccc2OC[C@H](C)N(C(=O)Cc2cccnc2)C[C@@H]1C | 0.4
C[C@H](CO)N1C[C@H](C)[C@H](CN(C)CC2CC2)Oc2c(NS(C)(=O)=O)cccc2C1=O | 1.2
C[C@H]1CCCCO[C@H](CN(C)C(=O)Nc2ccc(C(F)(F)F)cc2)[C@@H](C)CN([C@@H](C)CO)C(=O)c2cc(NC(=O)Nc3ccccc3)ccc2O1 | -0.2
CO[C@H]1CN(C)C(=O)c2cc(NC(=O)Cc3ccccc3)ccc2OC[C@H](C)N(C(C)=O)C[C@@H]1C | -0.8
O=C(Nc1cccc(Cl)c1)N1C[C@@H]2[C@H](c3ccccc31)[C@@H](CO)N2CC1CCOCC1 | 0.5
COc1ccc(C#Cc2ccc([C@H]3[C@@H](CO)N4CCCCN(C(=O)Nc5ccccc5F)C[C@H]34)cc2)cc1 | -1.0
Cc1ccc(S(=O)(=O)Nc2ccc3c(c2)C(=O)N(C)[C@H]2CC[C@@H](CC(=O)NCCc4ccncc4)O[C@@H]2CO3)cc1 | 0.3

Next part.
SMILES | TcdB inh
Cc1noc(C)c1NC(=O)NCC[C@@H]1CC[C@H](NC(=O)Nc2cccc(Cl)c2)[C@H](CO)O1 | -0.6
C[C@@H]1CN([C@H](C)CO)C(=O)c2cc(NC(=O)C3CCCCC3)ccc2O[C@@H](C)CCCCO[C@H]1CN(C)Cc1ccccc1 | -0.5
C[C@@H]1CN([C@H](C)CO)C(=O)c2ccccc2-c2ccccc2CO[C@@H]1CN(C)Cc1cccc(C(F)(F)F)c1 | -5.7
COCC#Cc1ccc2c(c1)O[C@H](CN(C)C(=O)Nc1ccc(OC)cc1)[C@H](C)CN([C@H](C)CO)S2(=O)=O | -0.7
CO[C@H]1CN(C)C(=O)c2cc(NC(=O)c3ccc4c(c3)OCO4)ccc2OC[C@@H](C)N(CCC(F)(F)F)C[C@@H]1C | 1.4
C[C@H](CO)N1C[C@H](C)[C@@H](CN(C)C(=O)c2ccccc2)OCCCC[C@H](C)Oc2ccc(NC(=O)Nc3cccc4ccccc34)cc2C1=O | -1.5
O=C(C[C@H]1CC[C@H]2NC[C@H](O)COC[C@@H]2O1)NCc1ccc(Oc2ccccc2)cc1 | -2.4
COc1ccc(S(=O)(=O)Nc2cccc3c2O[C@@H](CN(C)S(=O)(=O)c2c(C)noc2C)[C@@H](C)CN([C@H](C)CO)C3=O)cc1 | 1.4
C[C@H](CO)N1C[C@H](C)[C@@H](CN(C)C(=O)C2CCCCC2)OCCCC[C@H](C)Oc2ccc(NC(=O)NC3CCCCC3)cc2C1=O | -6.8
C[C@H]1CN([C@@H](C)CO)S(=O)(=O)c2ccc(C#CC3CC3)cc2O[C@H]1CN(C)Cc1ccncc1 | 0.2
C[C@@H]1CN([C@@H](C)CO)C(=O)c2cc(C3=CCCCC3)cnc2O[C@@H]1CN(C)C(=O)c1cccc(F)c1 | 0.4
COc1cccc(-c2ccc3c(c2)O[C@@H](CN(C)C(=O)C2CCCCC2)[C@@H](C)CN([C@@H](C)CO)S3(=O)=O)c1 | 0.7
CCC(=O)N(C)C[C@H]1Oc2cc(C#CCC(C)C)ccc2S(=O)(=O)N([C@H](C)CO)C[C@H]1C | 1.3
CO[C@H]1CN(C)C(=O)c2ccc(NC(C)=O)cc2OC[C@H](C)N(Cc2cc(F)ccc2F)C[C@@H]1C | 1.0
O=C(C[C@H]1CC[C@H]2NC[C@H](O)COC[C@@H]2O1)NCCc1ccccc1 | 0.9
O=C1CNC[C@@H]2[C@@H](c3ccc(Br)cc3)[C@H](CO)N12 | -0.5
C[C@@H]1CCCCO[C@@H](CN(C)S(=O)(=O)c2ccccc2)[C@H](C)CN([C@@H](C)CO)C(=O)c2cc(NS(=O)(=O)c3ccc(F)cc3)ccc2O1 | -18
Cc1noc(C)c1S(=O)(=O)Nc1cccc2c1O[C@H](CN(C)S(=O)(=O)c1cccs1)[C@H](C)CN([C@@H](C)CO)C2=O | 0.1
Cc1ccc(S(=O)(=O)N(C)C[C@H]2Oc3c(NC(=O)C4CC4)cccc3C(=O)N([C@@H](C)CO)C[C@@H]2C)cc1 | -0.4
C[C@H]1CN([C@@H](C)CO)C(=O)Cc2cc(NC(=O)Nc3ccc4c(c3)OCO4)ccc2O[C@@H]1CN(C)S(=O)(=O)c1ccc(F)cc1 | 0.6

The last three compounds of the part above come first, to join the parts:
SMILES | TcdB inh
Cc1noc(C)c1S(=O)(=O)Nc1cccc2c1O[C@H](CN(C)S(=O)(=O)c1cccs1)[C@H](C)CN([C@@H](C)CO)C2=O | 0.1
Cc1ccc(S(=O)(=O)N(C)C[C@H]2Oc3c(NC(=O)C4CC4)cccc3C(=O)N([C@@H](C)CO)C[C@@H]2C)cc1 | -0.4
C[C@H]1CN([C@@H](C)CO)C(=O)Cc2cc(NC(=O)Nc3ccc4c(c3)OCO4)ccc2O[C@@H]1CN(C)S(=O)(=O)c1ccc(F)cc1 | 0.6
C[C@@H]1CN([C@@H](C)CO)C(=O)c2cc(-c3cncnc3)cnc2O[C@H]1CN(C)C(=O)Cc1cccnc1 | -0.9
O=C(C[C@H]1CC[C@H]2[C@@H](COC[C@@H](O)CN2C(=O)c2ccccc2)O1)N1CCOCC1 | 0.0
C/C=C/c1ccc([C@@H]2[C@@H](CO)N(C(=O)CC3CC3)C23CN(S(C)(=O)=O)C3)cc1 | 0.7
O=C(NC1CCCC1)[C@@H]1[C@@H](CO)[C@@H]2Cn3c(cccc3=O)[C@@H]2N1CCc1ccccc1 | -3.3
COc1ccc(S(=O)(=O)N(C)C[C@@H]2OCCCC[C@@H](C)Oc3ccc(NS(C)(=O)=O)cc3C(=O)N([C@@H](C)CO)C[C@H]2C)cc1 | 1.2
C[C@@H]1CCCCO[C@@H](CN(C)C(=O)CCCN(C)C)[C@@H](C)CN([C@H](C)CO)C(=O)c2cc(NS(=O)(=O)c3ccccc3)ccc2O1 | -0.2
CCNC(=O)C[C@@H]1CC[C@H]2[C@@H](COc3ccc(NC(=O)c4ccc(F)cc4)cc3C(=O)N2C)O1 | 0.4
CO[C@H]1CN(C)C(=O)c2ccc(NC(=O)c3cccc(F)c3)cc2OC[C@H](C)N(CC2CC2)C[C@H]1C | -0.5
O=C(N[C@H]1CC[C@@H](CC(=O)N2CCCCC2)O[C@H]1CO)c1ccc2c(c1)OCO2 | -0.5
COCC#Cc1cnc2c(c1)C(=O)N([C@@H](C)CO)C[C@H](C)[C@@H](CN(C)Cc1ccccc1F)O2 | 0.2
O=C(CCN1CCCCC1)N[C@H]1CC[C@@H](CCn2cc(-c3ccccc3)nn2)O[C@@H]1CO | 0.0
COc1ccccc1NC(=O)N1CC(=O)N2[C@H](C1)[C@H](c1ccc(C#Cc3ccccc3)cc1)[C@@H]2CO | 0.3
Cc1noc(C)c1NC(=O)N(C)C[C@@H]1Oc2ccc(NC(=O)Nc3ccc(C(F)(F)F)cc3)cc2C(=O)N([C@@H](C)CO)C[C@@H]1C | 0.6
CCCNC(=O)[C@H]1[C@H](CO)[C@H]2Cn3c(ccc(/C=C/c4ccccc4)c3=O)[C@H]2N1CC1CC1 | 1.1
CC(=O)N[C@H]1C=C[C@@H](CC(=O)NCc2ccc(Cl)cc2)O[C@@H]1CO | 0.6
CCCNC(=O)N1C[C@H]2[C@@H](c3ccccc31)[C@H](CO)N2C(=O)NCCC | -0.5
C[C@H](CO)N1C[C@H](C)[C@H](CN(C)Cc2ccccc2)Oc2c(NC(=O)C3CCOCC3)cccc2C1=O | -0.1
O=C(C[C@H]1C=C[C@H](NS(=O)(=O)c2ccc(F)cc2)[C@H](CO)O1)NCCN1CCCCC1 | -0.1
Cc1ccc(-c2cnc3c(c2)C(=O)N([C@H](C)CO)C[C@@H](C)[C@@H](CN(C)C(=O)Cc2cccnc2)O3)cc1 | -10
CCC(=O)Nc1ccc2c(c1)C(=O)N(C)C[C@H](OC)[C@H](C)CN(C(=O)Cc1cccnc1)[C@@H](C)CO2 | -1.3
O=C(Nc1nccs1)[C@@H]1[C@@H](CO)[C@@H]2Cn3c(cccc3=O)[C@@H]2N1C(=O)C1CCC1 | -2.4
